Screening data (PubChem BioAssay)
Scp-1 inhibitor = Scp-1 phosphatase inhibitors, primary screen, biochemical, colorimetric, uHTS | AID 493091, 2011 | inhibition, % at 20 µM | Recombinant Scp1, phosphopeptide, malachite green phosphate absorbance | 340,000 compounds, 0.88% hits | Carboxy-terminal domain RNA polymerase II polypeptide A small phosphatase 1 (Homo …;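 active = inhibition above about 50% at 20 µM, limit read from the data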;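 note: plate controls were DMSO wells with enzyme for no effect and wells lacking enzyme for full effect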
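Test system: SCP-1 catalytic domain; Buffer or medium: Acidic Tris acetate buffer with magnesium and detergent; Also added: Phosphorylated 17-residue peptide substrate; Compound: single 20 µM dose, 1% DMSO; Schedule: enzyme reaction 45 min at room temperature, colour 5 min, stabilisation 30 min; Signal: Phosphate-binding colour reagent, absorbance read at 630 nm.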
SUMO1-SIM PPI = modulators of SUMO1 protein-protein interactions, primary screen, biochemical, uHTS | Small ubiquitin-related modifier 1 (Homo sapiens), P63165 | SUMO1 binding to a labelled peptide, TR-FRET, 1 h | inhibition, % at 20 µM | 360,000 compounds, 0.33% hits | AID 602429, 2012; in the data active = inhibition above about 37%
DNMT1 inh = human DNMT1 methyltransferase inhibitors, primary screen, biochemical, molecular beacon, fluorescence, HinP1I cleavage, uHTS. DNA (cytosine-5)-methyltransferase 1 (Homo sapiens), P26358. inhibition (reported as % activation of signal), % at 10 µM. 360,000 compounds, 0.83% hits; in the data active = inhibition above about 50%
Target sequence (P26358 504-1616 limits assumed): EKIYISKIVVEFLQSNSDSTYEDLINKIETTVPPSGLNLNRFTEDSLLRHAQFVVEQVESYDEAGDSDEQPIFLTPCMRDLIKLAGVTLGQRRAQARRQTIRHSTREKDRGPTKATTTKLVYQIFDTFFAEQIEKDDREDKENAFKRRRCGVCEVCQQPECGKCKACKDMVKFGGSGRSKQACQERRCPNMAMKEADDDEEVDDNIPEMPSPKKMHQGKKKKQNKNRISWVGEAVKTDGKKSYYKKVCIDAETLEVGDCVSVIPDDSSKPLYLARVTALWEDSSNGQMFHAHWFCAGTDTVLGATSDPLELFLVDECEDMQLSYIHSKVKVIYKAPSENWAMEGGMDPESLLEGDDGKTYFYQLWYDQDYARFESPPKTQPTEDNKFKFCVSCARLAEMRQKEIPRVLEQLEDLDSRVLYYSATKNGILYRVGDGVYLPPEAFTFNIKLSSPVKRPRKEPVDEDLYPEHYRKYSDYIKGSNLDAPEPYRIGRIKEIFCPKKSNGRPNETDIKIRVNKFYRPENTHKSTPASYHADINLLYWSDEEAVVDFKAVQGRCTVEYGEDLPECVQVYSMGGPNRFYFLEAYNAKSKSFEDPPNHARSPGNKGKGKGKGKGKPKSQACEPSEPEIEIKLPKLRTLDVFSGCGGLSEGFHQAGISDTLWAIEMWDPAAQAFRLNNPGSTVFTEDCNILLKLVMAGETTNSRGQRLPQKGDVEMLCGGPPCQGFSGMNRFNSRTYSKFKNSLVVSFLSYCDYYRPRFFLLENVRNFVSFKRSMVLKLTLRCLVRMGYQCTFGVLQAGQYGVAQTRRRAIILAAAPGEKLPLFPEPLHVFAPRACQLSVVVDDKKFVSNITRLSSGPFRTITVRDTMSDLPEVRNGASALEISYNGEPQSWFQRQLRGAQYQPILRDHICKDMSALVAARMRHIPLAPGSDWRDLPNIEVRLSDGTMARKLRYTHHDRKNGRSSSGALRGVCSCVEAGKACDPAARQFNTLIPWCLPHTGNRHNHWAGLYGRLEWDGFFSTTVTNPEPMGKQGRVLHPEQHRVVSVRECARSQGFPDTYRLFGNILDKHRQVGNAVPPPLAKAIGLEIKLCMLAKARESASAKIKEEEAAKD
LMPTP block = LMPTP phosphatase inhibitors, primary screen, biochemical, fluorescence intensity, uHTS; Low molecular weight phosphotyrosine protein phosphatase (Homo sapiens), P24666; recombinant LMPTP-A, OMFP fluorogenic substrate; inhibition, % at 20 µM; 360,000 compounds, 0.22% hits;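 active = compounds that cut the enzyme signal by at least half of the control window in the single-dose screen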;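 note: plate controls were DMSO wells with enzyme plus substrate for no effect and substrate without enzyme for full effect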
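material = LMPTP-A | quantity = 0.625 nM enzyme | reagent = OMFP substrate, 400 µM final | buffer or medium = Bis-Tris pH 6.0, DTT, detergent | detection = endpoint fluorescence intensity from OMFP dephosphorylation | dosing = single 20 µM dose | read-out basis = % inhibition relative to no-enzyme and uninhibited control wells | control set = no-enzyme and uninhibited controls | timing = 50 min at room temperature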
Tb MetRS inh = T. brucei MetRS inhibitors, primary screen, biochemical, luminescence | methionyl-tRNA synthetase (Trypanosoma brucei brucei) | purified T. brucei MetRS, ATP depletion, Kinase-Glo luminescence | inhibition, % at 11.9 µM | 360,000 compounds, 0.4% hits;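 active = inhibition above a per-plate cutoff of the control wells' mean inhibition plus 3 SD, cut at about 5.5% in these data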;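 note: 0% = DMSO wells median and 100% = median of wells with control inhibitor compound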
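System: purified T. brucei MetRS enzyme / Detection: Kinase-Glo luciferase luminescence reporting remaining unconsumed ATP / Medium: HEPES buffer with MgCl2, KCl, DTT, spermine, BSA, pyrophosphatase / Replication: singlicate, one well per compound / Evaluation: percent inhibition relative to median high and low control wells / Schedule: 2 h aminoacylation at 25 °C after 15 min preincubation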
STEP inh = STEP phosphatase inhibitors, primary screen, biochemical, fluorescence intensity, uHTS | recombinant STEP, OMFP fluorogenic substrate | AID 588621, 2011 | inhibition, % at 20 µM | 360,000 compounds, 0.25% hits | Tyrosine-protein phosphatase non-receptor type 5 (Homo sapiens), P54829;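 active = inhibition at 20 µM, scaled per plate between control wells, above about 37%, limit read from the data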;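 note: 0% = DMSO with enzyme and substrate and 100% = substrate only without enzyme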
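material = STEP tyrosine phosphatase | reagent = fluorogenic phosphatase substrate OMFP at 25 µM final | doses = single compound dose of 20 µM, 1% DMSO final | schedule = 20 min reaction, room temperature, in the dark | measured by = fluorescence, 480/540 nm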
PABP1 MLLE inh = inhibitors of PABP1 MLLE–PAM2 peptide binding, primary screen, biochemical, fluorescence polarization, FITC-PAM2, GST-MLLE; Polyadenylate-binding protein 1 (Homo sapiens), P11940; inhibition, % at 20 µM; 360,000 compounds, 0.36% hits; AID 588489, 2011; in the data active = inhibition above about 35%, passing the limit was not always enough;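 note: plate controls were DMSO wells with GST-MLLE for no effect and wells lacking GST-MLLE protein for full effect; some results filed as inactive read as strong as hits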
NadD block = inhibitors of S. aureus NadD, primary screen, biochemical, colorimetric, uHTS; Nicotinate-nucleotide adenylyltransferase NadD (Staphylococcus aureus N315); purified NadD enzyme, colorimetric absorbance read-out; inhibition, % at 20 µM; 360,000 compounds, 0.78% hits; AID 602399, 2012; in the data active = inhibition above about 26%; note: some compounds past the cut are filed as inactive
CSN deneddyl inh = inhibitors of CSN-mediated cullin deneddylation, primary screen, biochemical, fluorescence polarization, uHTS; Purified CSN, SCF-Nedd8-OG deneddylation; inhibition, % at 12.5 µM; 360,000 compounds, 0.38% hits;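 active = pattern-corrected inhibition above about 35%, with an unprinted fluorescence ratio check between 0.5 and 1.5, limit read from the data, passing the limit was not always enough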;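 note: 0% = enzyme with substrate and 100% = substrate without enzyme; some results filed as inactive read as strong as hits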
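Assay system: Purified human Csn5 enzyme expressed in HEK293T cells | Amount: Enzyme 0.24 nM | Measured by: Fluorescence polarization readout | Medium: Tris/NaCl/DTT buffer, pH 7.5 | Compound dosing: One concentration, 12.5 µM, 0.25% DMSO | Times: 90 min incubation of compound, enzyme and substrate at room temperature | Control set: no-enzyme wells high, enzyme-with-substrate wells low | Read-out: % inhibition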
Rpn11 inh = Rpn11 (PSMD14) deubiquitinase inhibitors, primary screen, biochemical, fluorescence polarization, uHTS; 26S proteasome non-ATPase regulatory subunit 14 (Homo sapiens), O00487; human 26S proteasome, Ub4-pepOG fluorescence polarization; 20S core pre-blocked with epoxomicin; AID 588493, 2011; calls only at 20 µM; 360,000 compounds, 0.59% hits;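 active = inhibition at 20 µM, scaled to each plate's controls, above about 33%, limit read from the data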
An asterisk follows results filed as active; i = inactive; . = not tested or not shown; + = active, no number; & = joins results of further samples.

SMILES	Scp-1 inhibitor	SUMO1-SIM PPI	DNMT1 inh	LMPTP block	Tb MetRS inh	STEP inh	PABP1 MLLE inh	NadD block	CSN deneddyl inh	Rpn11 inh
NS(=O)(=O)c1cccc(N2CCNCC2)c1	9.3	4.4	7.4	-2.2	0.0	0.0	5.4	-1.2	-6.3	i
Cc1csc(=N)n1Cc1ccccc1	-1.2	-1.1	5.4	0.0	0.5	-3.4	4.4	-2.1	-13.2	i
CCOC(=O)C1=C(N)Oc2ccccc2C12C(=O)N(CC(=O)OC)C(CC(=O)OC)=C2C(=O)OC (stereo not given)	-2.8	-2.4	1.1	-0.1	-0.6	-0.6	2.1	1.4	5.9	i
CCOC(=O)[C@]12Cc3cc(Cl)ccc3[C@H]1N(C1CCCCC1)C(=O)c1ccccc12	.	8.7	.	3.5	-0.9	.	.	8.3	-1.9	.
CC(=O)OC1CC2OC3C=C(C)CCC3(C)C1(C)C21CO1 (stereo not given)	.	1.6	-2.9	0.3	0.2	1.8	-11.6	2.1	-1.6	i
CN1CCc2cc3c(cc2[C@H]1[C@@H]1OC(=O)c2c1ccc1c2OCO1)OCO3	-14.5	-0.2	-3.2	-0.3	0.3	-3.2	7.6	-1.1	-3.1	i
CNc1cc(Cl)c2nonc2c1[N+](=O)[O-]	0.6	-11.3	1.8	-0.7	-0.1	10.9	40.0*	-1.1	-0.3	i
O=C1NC(=O)N(C2CCCCC2)C(=O)C1C1c2ccccc2C(=O)N1Cc1ccccc1 (stereo not given)	-13.1	-1.4	-7.6	-0.9	-1.3	0.2	-4.8	-5.4	6.3	i
COc1ccc(CN2C(=O)NC(=O)/C(=C/c3ccc([N+](=O)[O-])s3)C2=O)cc1	14.1	64.8*	50.8*	34.5	0.1	8.7	-53.2	45.0*	42.2*	+
COc1ccc(-n2nnnc2C(c2cccc3ccccc23)N2CCC(n3c(=O)[nH]c4ccccc43)CC2)cc1 (stereo not given)	.	4.6	-23.4	4.8	0.5	-0.9	-2.0	26.0	-4.8	i
CC(C)Oc1ccc(C2(C#N)CC[N+](C)(C)CC2)cc1	-9.1	0.7	2.1	-0.9	0.2	-0.2	-14.1	-3.0	-4.3	i
COc1cccc(NC(=O)N2CCC3(CC2)OCCO3)c1	-1.0	4.3	4.0	-1.2	0.3	-1.8	5.0	-0.8	-5.8	i
Fc1ccc(CCNCc2ccccc2Cl)cc1	-5.2	-0.1	0.2	-1.9	-0.4	0.6	-1.5	0.2	0.0	i
COC(=O)C1=C(c2ccc(S(C)(=O)=O)cc2)C[C@@H]2CC[C@H]1N2C(=O)NCC1CC1	-2.3	-0.7	4.6	-3.1	-0.1	0.4	2.3	-4.4	-0.1	i
Cc1ccc(CN2C(=O)CN=C(c3ccccc3)c3ccccc32)cc1	-5.2	-1.8	-3.0	0.2	-0.5	0.7	-8.4	-5.2	-11.1	i
NS(=O)(=O)c1ccc(-c2ccc(C=C3C(=O)NC(=O)NC3=O)o2)cc1	7.9	-15.1	9.4	-1.0	0.1	0.4	-1.3	2.3	1.7	i
Cc1nc2ccc(Cl)cc2c(=O)n1-c1ccc([N+](=O)[O-])cc1	-2.4	-27.6	6.4	-1.1	0.3	0.1	-6.6	-9.5	-0.7	i
Cc1cccc(C2=NCC(=O)N(CC(=O)NCc3ccco3)c3sc4c(c32)CCCC4)c1	-1.3	3.5	-4.2	0.5	-0.7	-0.4	-10.6	1.6	-2.3	i
CCOC(=O)c1c(C)n(COCCO)c2ccc(O)cc12	0.2	-2.6	-1.4	0.0	-1.1	-1.2	12.4	-4.0	2.7	i
CCCCCn1c(=O)c(C(=O)NCCc2ccccc2)c(O)c2ccccc21	-17.1	-3.4	1.9	3.0	0.9	3.1	-0.6	2.2	-3.1	i

4 records drawn at random from the list so far, as already listed:
SMILES	Scp-1 inhibitor	SUMO1-SIM PPI	DNMT1 inh	LMPTP block	Tb MetRS inh	STEP inh	PABP1 MLLE inh	NadD block	CSN deneddyl inh	Rpn11 inh
NS(=O)(=O)c1cccc(N2CCNCC2)c1	9.3	4.4	7.4	-2.2	0.0	0.0	5.4	-1.2	-6.3	i
Fc1ccc(CCNCc2ccccc2Cl)cc1	-5.2	-0.1	0.2	-1.9	-0.4	0.6	-1.5	0.2	0.0	i
COc1ccc(CN2C(=O)NC(=O)/C(=C/c3ccc([N+](=O)[O-])s3)C2=O)cc1	14.1	64.8*	50.8*	34.5	0.1	8.7	-53.2	45.0*	42.2*	+
Cc1nc2ccc(Cl)cc2c(=O)n1-c1ccc([N+](=O)[O-])cc1	-2.4	-27.6	6.4	-1.1	0.3	0.1	-6.6	-9.5	-0.7	i

Later entries:
SMILES	Scp-1 inhibitor	SUMO1-SIM PPI	DNMT1 inh	LMPTP block	Tb MetRS inh	STEP inh	PABP1 MLLE inh	NadD block	CSN deneddyl inh	Rpn11 inh
CCCC/C(=N\O)c1c[nH]c2ccccc12	-3.7	0.2	-4.2	0.0	-0.4	-4.6	2.8	-1.7	2.8	i
Cn1c(O)c(C=Nc2ccccc2-c2ccccc2)c(=O)n(C)c1=O	-0.8	-2.5	-0.7	-2.0	-0.3	1.7	-12.1	-5.7	6.0	i
O=C(c1cc2c(s1)CCCC2)N1CCC2(CC1)OCCO2	-6.1	-0.1	-7.2	-1.9	-0.3	-4.5	7.7	-9.3	5.4	i
Cc1ccccc1-c1nc2ccccc2c(=O)n1C	-8.1	8.0	2.8	1.3	2.2	-1.8	8.2	0.5	-1.2	i
COc1ccccc1OCC(=O)N1CCCC(N2CCN(c3ccc(F)cc3)CC2)C1 (stereo not given)	-12.6	8.0	4.2	-0.4	-0.2	0.3	-18.1	-1.7	-1.3	i
COc1ccc(CC2C(=O)N(c3ccccc3)C(=O)N(c3ccccc3)C2=O)c(OC)c1	-9.7	3.5	-2.8	-1.4	-1.1	-7.5	-15.1	-0.3	5.2	i
COc1ccc(C=O)cc1	-3.3	-2.6	-2.2	-0.8	-0.8	-2.2	-0.9	4.1	2.0	i
CC(=O)N1CCN(CC(=O)Nc2ccc(C#N)c(Cl)c2)CC1	-8.0	-2.6	-1.2	0.9	-0.3	-1.1	3.2	-4.0	-1.1	i
O=C(Cc1ccccc1)N1CCN(Cc2c[nH]c3ccccc23)CC1	-8.0	-2.6	-7.8	-2.0	-0.2	0.9	-2.4	-4.1	-3.8	i
CC(C)n1nnnc1CN1CCN(C)CC1	1.7	-0.1	1.1	-2.1	-0.5	0.2	0.0	2.7	-2.2	i
C=CCn1c(O)c(C(C)=NCc2cc(OC)cc(OC)c2)c(=O)[nH]c1=O	-3.6	1.8	-4.1	0.2	0.1	-0.3	-2.7	3.9	-2.4	i
CCn1c(O)c(C=NCCN2CCOCC2)c(=O)n(CC)c1=S	-7.8	4.8	2.5	-0.5	-0.1	-1.9	-26.1	0.7	7.2	i
O=c1c2ccccc2nc(/C=C/c2ccc(O)cc2)n1-c1ccc(O)cc1	2.0	-11.8	2.6	1.2	-0.6	-1.3	-26.1	6.6	-2.0	i
COC(=O)C1=C(c2ccc(F)cc2OCc2ccccc2)C[C@@H]2CC[C@H]1N2C(=O)NCc1ccc([N+](=O)[O-])cc1	-8.5	0.7	-6.4	7.0	-0.2	0.4	10.2	-4.6	0.9	i
Cc1cccc(-n2c(O)c(/C=N/N3CCOCC3)c(=O)[nH]c2=S)c1	-5.5	0.7	1.8	-3.3	-0.1	-0.3	-13.1	-2.4	-0.2	i
CN(C)S(=O)(=O)c1cc(NC(=O)C[N+]23CCN(CC2)CC3)ccc1Cl	-2.7	-3.6	-1.8	-1.3	-0.3	-2.0	5.2	-6.7	-5.4	i
S=P(NC1CCCCC1)(N1CC1)N1CC1	-10.4	0.7	-0.7	-0.9	-0.7	-0.8	16.3	-4.6	4.6	i
COc1ccc(OC)c(CNCCc2ccc(OC)c(OC)c2)c1	0.1	4.8	6.6	-0.3	-1.2	-6.8	-7.8	-2.9	0.1	i
O=C1OCCC1C(=O)c1ccccc1 (stereo not given)	.	-0.1	1.6	-1.6	-0.1	1.3	0.0	-1.3	8.5	i
Cc1cccc([N+](=O)[O-])c1	-9.2	0.4	0.9	-0.4	-0.2	10.8	-4.0	0.4	-2.6	i
C=CCn1c(O)c(C=NCCCn2ccnc2)c(=O)[nH]c1=O	-7.8	3.5	0.1	-2.9	0.1	1.0	-5.8	-2.9	-0.3	i
COc1ccn(C)c(=O)c1C#N	1.4	-2.2	-2.5	-1.2	-0.8	1.9	6.5	-1.7	0.1	i
C[C@H]1CCC/C=C/[C@@H]2C[C@H](O)C[C@H]2[C@H](O)/C=C/C(=O)O1	-17.2&-6.2	1.2&5.3	-0.5&-2.1	-1.4&-1.1	-0.9&-0.7	-1.6&-0.8	2.6&-8.3	-4.2&-5.6	1.0&0.9	i
COC(=O)C1=C(c2cccc(C#N)c2)C[C@@H]2CC[C@H]1N2C(=O)NCCc1ccccc1	-4.4	-0.1	10.4	-4.5	-0.2	-0.4	5.7	-6.5	2.5	i
Cc1cccc(-n2c(O)c(C=Nc3ccc(Br)cn3)c(=O)[nH]c2=O)c1	-5.3	-6.0	-1.1	-1.1	-0.1	0.0	4.4	2.6	-16.2	i
CCOC(=O)COc1ccc2c(c1)c(C(C)=O)c(C)n2Cc1ccccc1	-9.7	3.6	0.6	0.1	-0.1	3.5	5.0	-4.7	-1.2	i

Only part of the results is shown; rates above refer to the full screens.
